Compound activity from PubChem.
Gli-Sufu antag: Gli-Sufu pathway antagonism; AID 588413; Sufu-KO-LIGHT fibroblasts, Gli luciferase reporter luminescence; hit rate 0.74% among 340,000; inhibition, % at 5 µM;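 active means inhibition above about 55%, limit read from the data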;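 further: 0% = DMSO-treated cells and 100% = wells with medium but no cells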
697 NFkB inh: lowers PMA/ionomycin-induced NF-kB signal in 697 B cells; 697 B-cell NF-kB luciferase reporter, 16 h; inhibition, % at 4 µM; hit rate 0.33% among 330,000; in the data active means inhibition above about 35%
CCR6 antagonist: antagonists of human CCR6 receptor; CHO-K1 CCR6 PathHunter beta-arrestin, luminescence, CCL20-stimulated; AID 493098; P51684; inhibition, % at 20 µM; hit rate 0.49% among 340,000;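 active means compounds whose inhibition of the agonist-driven luminescence signal at 20 µM reaches about 50%, limit read from the data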;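 further: cells stimulated with CCL20 at 14 nM final; plate controls were DMSO with CCL20 for no effect and DMSO without agonist for full effect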
CHOP UPR activ: activators of apoptotic arm of unfolded protein response (CHOP) | activation, % at 10 µM | CHO-CHOP luciferase reporter, UPR activation, luminescence; percent of tunicamycin response over DMSO baseline | AID 449763 | hit rate 0.34% among 330,000;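 active means at 10 µM dose, activation of 40% or more, normalized to positive control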;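 further: 100% = tunicamycin at 10 µg/mL and 0% = DMSO alone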
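System: CHO-CHOP luciferase reporter cell line; amount: 500 cells/well; buffer or medium: F12 medium containing 10% fetal bovine serum; incubation: 6 h compound exposure at 37 °C after overnight seeding; measured by: luciferase luminescence after 10 min with Steady-Glo reagent; evaluation: % reporter activation, DMSO baseline versus tunicamycin full activation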
UPR XBP1 act: adaptive UPR (XBP1) activation | activation, % at 20 µM | hit rate 0.33% among 330,000 | CHO-XBP1 luciferase reporter, IRE1-XBP1 UPR activation, luminescence; percent of tunicamycin response, DMSO as zero;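 active means versus positive control, 20 µM dose yields 30% or more activation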;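 further: 100% = tunicamycin at 10 µg/mL and 0% = DMSO only wells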
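Material: CHO-XBP1 cells stably carrying IRE1-XBP1-driven luciferase reporter / Amount: 1000 cells per well / Compound: 20 µM, 1% DMSO / Times: 6 h treatment, 37 °C / Detection: luciferase luminescence / Measure: % activation of reporter signal versus tunicamycin and DMSO controls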
EBI2 block: EBI2 (human) antagonism; P32249; EBI2 beta-arrestin recruitment, luminescence, 7a,25-OHC stimulated; inhibition, % at 5 µM; hit rate 0.81% among 360,000; AID 651636; in the data active means inhibition above about 38%;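 further: enzyme fragment complementation signal reports receptor beta-arrestin coupling in cells; 0% = agonist plus DMSO wells and 100% = wells without agonist; some results beyond the cut were filed as inactive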
CXCR6 inh: CXCR6 (human) receptor inhibition. CHO-K1 PathHunter CXCR6 beta-arrestin, luminescence. inhibition, % at 20 µM. hit rate 0.36% among 360,000; in the data active means inhibition above about 34%, passing the limit was not always enough;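 further: antagonist mode with CXCL16 agonist at 10 nM final; 0% = 10 nM CXCL16 with DMSO and 100% = unstimulated wells without agonist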
Mdm2 MdmX PPI: inhibitors of human Mdm2/MdmX interaction; hit rate 3% among 330,000; SaOS-2 split-luciferase Mdm2/MdmX complementation, luminescence; inhibition, % at 8 µM; O15151+Q00987; AID 485346;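 active means inhibition of at least 50% at 8 µM in the primary screen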
Target sequence (O15151 whole entry, looked up): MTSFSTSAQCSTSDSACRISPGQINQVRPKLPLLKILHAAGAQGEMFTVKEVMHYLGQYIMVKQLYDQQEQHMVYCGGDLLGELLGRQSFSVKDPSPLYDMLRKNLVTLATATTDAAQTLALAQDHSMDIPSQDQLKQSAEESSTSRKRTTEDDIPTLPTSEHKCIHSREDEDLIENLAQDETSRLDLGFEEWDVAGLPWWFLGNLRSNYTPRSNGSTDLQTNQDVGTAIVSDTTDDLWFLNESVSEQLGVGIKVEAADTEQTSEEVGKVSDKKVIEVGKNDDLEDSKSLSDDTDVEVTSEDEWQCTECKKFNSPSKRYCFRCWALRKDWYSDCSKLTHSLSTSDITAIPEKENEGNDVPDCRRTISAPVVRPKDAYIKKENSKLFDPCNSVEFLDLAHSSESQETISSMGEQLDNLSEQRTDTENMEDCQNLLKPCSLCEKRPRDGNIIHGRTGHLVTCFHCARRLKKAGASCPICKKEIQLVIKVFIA
Target sequence (Q00987 whole entry, looked up): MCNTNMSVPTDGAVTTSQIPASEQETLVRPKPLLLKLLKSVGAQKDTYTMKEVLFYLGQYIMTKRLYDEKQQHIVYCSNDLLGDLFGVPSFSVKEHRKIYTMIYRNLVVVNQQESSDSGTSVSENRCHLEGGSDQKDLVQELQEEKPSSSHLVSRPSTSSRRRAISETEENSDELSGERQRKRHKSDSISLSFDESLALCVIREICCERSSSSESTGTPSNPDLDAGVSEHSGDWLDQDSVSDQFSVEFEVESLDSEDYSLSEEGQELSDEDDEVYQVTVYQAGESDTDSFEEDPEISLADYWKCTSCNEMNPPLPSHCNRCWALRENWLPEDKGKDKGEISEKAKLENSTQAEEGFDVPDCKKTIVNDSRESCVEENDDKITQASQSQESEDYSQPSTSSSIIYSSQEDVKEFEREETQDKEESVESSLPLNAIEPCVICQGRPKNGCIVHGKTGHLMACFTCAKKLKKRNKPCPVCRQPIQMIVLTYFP
Jurkat NFkB inh: inhibitors of the PMA/ionomycin-induced NF-kB reporter in Jurkat cells; PMA/ionomycin-induced NF-kB luciferase reporter, luminescence; inhibition, % at 4 µM; hit rate 0.53% among 330,000; AID 435003; in the data active means inhibition above about 50%
* marks the source's active call; other numbers are inactive results; . = not tested or not shown. Hits appear at their usual frequency. About 5% of those tested had a hit in this group.

molecule,Gli-Sufu antag,697 NFkB inh,CCR6 antagonist,CHOP UPR activ,UPR XBP1 act,EBI2 block,CXCR6 inh,Mdm2 MdmX PPI,Jurkat NFkB inh
COc1cc2c(cc1OC)C(C)N(C(=O)c1cc(Cl)nc(Cl)c1)CC2 (configuration not stated),-11,-26,1,0.1,-1,4,6,46,38
O=C(CN1C(=O)CCC1=O)Nc1nc(-c2ccc(Cl)s2)cs1,8,-13,3,2.2,-1,-4,-5,12,1
O=C(Nc1ncccc1O)c1cccc(S(=O)(=O)N2CCCc3ccccc32)c1,-1,-16,3,-0.2,-1,-1,6,3,-8
COC(C(=O)Nc1ccnn1C1CCN(Cc2ccc(C)o2)CC1)c1ccccc1 (configuration not stated),8,-3,8,-1.6,-2,-15,13,-2,-9
COc1ccc(Cl)c2sc(N3CCN(C(=O)C4=COCCO4)CC3)nc12,6,-6,3,1.2,-3,14,5,17,0
CCN(CC)c1ccc2nc3ccccc3[n+](CC)c2c1,26,18,40,-1.2,-3,4,21,53*,56*
COc1ccc(S(=O)(=O)N2CCOCC2)cc1NC(=O)c1ccc(S(=O)(=O)N2CCCCC2)cc1,2,.,4,.,.,0,2,.,.
COc1ccccc1CC(=O)N1CCN(c2ccc([N+](=O)[O-])cc2)CC1,26,-12,2,1.5,4,-12,4,31,36
CN(C)CC/C=C1\c2ccc(F)cc2Sc2cc(F)c(Cl)cc21,45,-4,24,1.7,86*,-8,-16,55*,-8
O=c1[nH]c(SCc2ccccc2)nc2ccsc12,-3,8,11,1.9,-1,4,4,-36,7
C=CCOc1ccccc1CN1CCC(C(=O)Nc2cccc(-c3ccn[nH]3)c2)CC1,42,2,5,2.3,-1,1,-9,24,15
CCCc1nc2ccccc2c(=O)n1/N=C/c1ccccc1O,20,2,-4,-2.1,-4,-5,10,5,13
Cc1ccccc1Cn1c(=O)n(CCCC(=O)NCc2ccco2)c(=O)c2ccccc21,0,-9,4,-2.8,2,13,2,12,5
CC(=O)N1CCN(C2=NC(=O)C(=C3CCCCC3)S2)CC1,-13,22,8,-2.8,4,-1,-4,9,-15
Cc1ccc(N(Cc2cc(=O)[nH]c3ccccc23)C(=O)CCl)c(C)c1,4,-21,11,5.9,-4,0,1,100*,32
COc1cc(CNCCO)cc(Br)c1OCc1ccccc1Cl,-19,8,3,-0.4,3,5,-14,57*,12
COCCNC(=S)N(CCc1c(C)[nH]c2ccc(OC)cc12)Cc1ccco1,9,4,11,1.1,-5,9,-3,4,-4
CC(=O)Nc1cc(NC(C)=O)c(N=Nc2ccccc2)cc1C,-23,-18,9,-1.5,-2,-7,6,5,-32
CCN(C(=O)COC(=O)c1cc2ccccc2cc1O)C1CCS(=O)(=O)C1 (configuration not stated),-3,-2,6,0.2,-2,-9,-11,-11,-6
Cc1cc(=O)[nH]c(SCC(=O)N2CCCC2)n1,9,15,-2,1.6,-3,-2,-1,3,-3
CCOC(=O)C1C(=O)CC(C)(O)C(C(=O)OCC)C1c1cccc(OC(F)(F)C(F)F)c1 (configuration not stated),12,-8,6,0.1,1,9,4,11,0
Cc1nn(Cc2nc(-c3cccs3)no2)c(C)c1Br,-5,-10,8,0.5,0,11,2,19,-2
Cc1ccc(N2C(=O)Nc3ccccc3S2(=O)=O)cc1Cl,16,-23,4,0.7,-3,-1,-14,30,-5
COCCN(C(=O)C1CCN(C(=O)c2ccccc2C)CC1)c1c(N)n(CC(C)C)c(=O)[nH]c1=O,-6,8,15,-0.2,-2,-11,-2,2,6
COc1ccc(NC(=O)NCCN2CCCCC2)cc1,3,4,12,-0.9,-2,-11,-1,8,13
O=C(Nc1ccc([N+](=O)[O-])cc1)C1(c2ccccc2)CCOCC1,12,-25,8,-1.4,-1,-9,0,0,9
O=C(Nc1cc(C(F)(F)F)ccc1N1CCOCC1)c1ccco1,3,-37,5,-0.9,2,9,-1,-23,-21
Cc1ccc(NNC2CC(=O)N(c3cccc(Cl)c3)C2=O)cc1 (configuration not stated),6,9,24,-0.5,-1,-15,14,-9,4
COc1cc(/C=N\NC(=O)c2nonc2N)c(OC)cc1Br,45,-8,-8,0.3,6,-31,-13,-8,4
CCOc1cc(C(=O)OCc2ccc(C(=O)OC)o2)cc(Br)c1OC,-2,-3,13,1.1,1,.,.,29,1
O=C(c1ccc2c(=O)n(-c3ccccc3)c(=S)[nH]c2c1)N1CCN(c2ccccc2)CC1,0,5,10,0.8,-4,7,3,-9,17
O=C(O)c1nccnc1C(=O)Nc1ccc(Cl)cn1,3,5,-2,0.3,-2,-1,-4,-39,-3
O=C(Cn1cc2c(n1)CCCC2)NC1CCCCCC1,2,-1,19,0.9,-4,3,-4,6,5
CC(=O)C1=C(C)N(Cc2ccccc2)C(=O)N[C@H]1c1ccco1,-3,4,10,0.7,0,-11,14,23,17
Cc1nn(C(=O)c2ccoc2C)c(N)c1-c1ccccc1,-30,-39,9,8.4,3,4,-5,-29,-27
O=C(COC(=O)CNC(=O)c1ccccc1F)NC12CC3CC(CC(C3)C1)C2,7,13,14,1.0,0,-5,-3,-21,-1
CCCCSc1nc2c([nH]1)c(=S)n(C)c(=O)n2C,9,.,48,.,.,7,30,.,.
CNC(=S)N/N=C/c1c(C)c(C(=O)c2ccc(F)cc2)n2ccccc12,2,9,15,-0.7,6,21,16,23,-17
Cc1cc(Cn2nc(C(=O)NCC3CC3)cc2-c2ccccc2)on1,0,-2,3,2.2,-1,-1,-3,-3,-3
COc1ccccc1CN(C)C(=O)c1cc2ccccc2o1,9,-1,16,2.4,0,9,0,-2,14
CCc1c(O)nc(SCC(=O)Nc2ccc(Br)cc2)n(-c2ccc(C)cc2)c1=O,-31,-23,10,1.6,-1,-6,10,-44,6
Oc1ccc(C[C@@H]2CNC(=S)N2CCCCC2CCCCC2)cc1,21,-77,14,-0.2,1,13,-2,-17,-34
CCOC(=O)N1CCN(c2c(-c3ccccc3)c3cc(Cl)ccc3[nH]c2=O)CC1,12,32,-4,1.5,-1,32,1,9,-4
COC(=O)c1ccccc1NC(=O)CC(NCc1ccccc1)C(=O)O (configuration not stated),-9,19,-4,0.9,1,.,.,-6,3
O=C(Cc1ccc(Cl)cc1Cl)OCC(=O)N1CCN(C(=O)c2ccco2)CC1,-6,4,4,-4.0,0,1,-7,-7,-4
CCCNC(=O)C(=O)c1cccn1-c1ccsc1C(=O)OC,-1,3,-16,0.4,-2,-4,-5,18,4
Nc1ccc2oc(-c3cccs3)nc2c1,-73,-60,-4,8.4,4,2,-10,-62,-69
O=C(CC(C(=O)O)C1CCCO1)Nc1cccc(C(F)(F)F)c1 (configuration not stated),-3,1,-7,2.6,1,1,3,14,3
O=C(/C=C/c1ccc2c(c1)S(=O)(=O)N(Cc1ccccc1)[C@H]2CC(=O)N1CCOCC1)N1CCOCC1,-1,16,6,-1.0,-4,-14,-2,-3,-2
CCC1Sc2ccc(S(=O)(=O)Nc3ccc(OC)c(OC)c3)cc2NC1=O (configuration not stated),-10,-47,3,-1.2,-5,-7,-12,16,24

Carrying on:
molecule,Gli-Sufu antag,697 NFkB inh,CCR6 antagonist,CHOP UPR activ,UPR XBP1 act,EBI2 block,CXCR6 inh,Mdm2 MdmX PPI,Jurkat NFkB inh
O=C(NCCN1CCOCC1)c1ccc(Cl)c(S(=O)(=O)NCc2ccccc2)c1,-3,3,7,1.0,2,-3,-2,6,11
CN(Cc1ccco1)C(=O)c1ccc(S(=O)(=O)N2CCCCCC2)cc1,4,20,6,-1.0,-3,5,-8,-3,2
Cc1n[nH]c(=S)n1/N=C/c1ccc(Br)o1,3,10,0,-1.8,-5,-4,1,-9,-3
COc1ccccc1Oc1ncnc2c1oc1ccccc12,-12,-10,-1,2.3,4,19,4,6,-6
COCCSc1nnc(NC(=O)CCS(=O)(=O)c2ccccc2)s1,30,6,-3,2.0,2,6,1,31,-6
S=c1[nH]c2ccccc2c2ccccc12,6,-16,-2,2.7,-2,2,-3,9,-15
COc1cc(C2N(c3ccccn3)C(=O)C3CCCN32)cc(OC)c1OC (configuration not stated),3,-10,-2,-0.6,-1,-1,-9,-7,3
COC(=O)Cc1csc(Nc2ccccc2Cl)n1,-9,1,11,7.6,2,-2,-8,-28,-10
COc1ccc(C2C(C#N)=C(C)NC(C)=C2C#N)c(OC)c1,2,5,6,-0.3,-1,-11,-2,9,-15
Cc1ccc(CNc2ncnc3cc(Cl)ccc23)o1,26,-9,-1,0.9,-1,2,-5,44,15
COC(=O)CNC(=O)C1CCC(CNS(=O)(=O)c2cccc3nsnc23)CC1 (configuration not stated),-1,9,19,0.6,-2,6,2,19,11
CCCCC(=O)NC(=S)Nc1cccc(NC(=O)c2ccccc2)c1,6,13,14,-2.1,-4,-19,-5,40,-13
COC(=O)/C=C1\S/C(=N/NC(=O)c2ccc(OC)cc2)NC1=O,-2,-2,2,0.3,-2,9,-6,-12,-1
O=C(Cc1cccs1)Nc1nnc(SCc2ccc(Br)cc2)s1,-11,11,0,-1.1,0,-11,3,8,-5
Cc1cc2nc(SCC(=O)N(C)C)c3c(c2cc1C)CCCC3,-12,-19,19,0.1,-6,3,-2,20,1
CC(NC(=O)c1ccccc1)C(=O)OCC(=O)N1c2ccccc2Sc2ccccc21 (configuration not stated),6,3,13,0.5,-1,7,-2,11,-18
CSc1n[nH]c(N)c1S(=O)(=O)c1ccc(Cl)cc1,3,9,9,0.3,0,2,1,16,0
CC(C)Oc1ccc(CNC(=O)CCC(=O)N2CC(C)Sc3ccccc32)cc1 (configuration not stated),-4,-5,6,0.3,-4,3,-2,-5,-3
OCCN1CCN(CC(O)COc2ccc(C34CC5CC(CC(C5)C3)C4)cc2)CC1 (configuration not stated),12,-38,28,6.9,28,-1,-18,95*,-33
CC(C)N(C(=O)[C@H]1C[C@H](CC(=O)NCCC2=CCCCC2)C(=O)N2CCc3c([nH]c4cc(CCC(=O)N(C)C)ccc34)[C@]12C)C(C)C,-2,6,26,3.0,-2,1,-5,8,.
Cc1cccc(NC(=O)c2cc(S(=O)(=O)N3CCOCC3)cn2C)c1C,-2,9,-2,-0.2,-1,-2,-3,24,10
OCCC1CN(CCCc2ccccc2)CCN1CCc1ccccc1 (configuration not stated),29,3,6,0.1,-3,6,2,6,5
CCOc1ccc2[nH]cc(C(=O)N3CCN(CC)CC3)c(=O)c2c1,2,1,2,1.3,-2,-10,-10,6,-4
